CHRM4 PAM: CHRM4 positive allosteric modulation; CHO-K1 hM4/Gqi5, Fluo-8 calcium fluorescence, ACh EC20; 0% = ACh EC20, 100% = maximal ACh; activation, % at 3 µM; 360,000 tested, 0.4% active; AID 624126;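 active = activation above its plate's cutoff, the mean activation of sample wells plus 3 SD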; note: some results filed as inactive read as strong as hits
Target sequence (P08173 whole entry, looked up): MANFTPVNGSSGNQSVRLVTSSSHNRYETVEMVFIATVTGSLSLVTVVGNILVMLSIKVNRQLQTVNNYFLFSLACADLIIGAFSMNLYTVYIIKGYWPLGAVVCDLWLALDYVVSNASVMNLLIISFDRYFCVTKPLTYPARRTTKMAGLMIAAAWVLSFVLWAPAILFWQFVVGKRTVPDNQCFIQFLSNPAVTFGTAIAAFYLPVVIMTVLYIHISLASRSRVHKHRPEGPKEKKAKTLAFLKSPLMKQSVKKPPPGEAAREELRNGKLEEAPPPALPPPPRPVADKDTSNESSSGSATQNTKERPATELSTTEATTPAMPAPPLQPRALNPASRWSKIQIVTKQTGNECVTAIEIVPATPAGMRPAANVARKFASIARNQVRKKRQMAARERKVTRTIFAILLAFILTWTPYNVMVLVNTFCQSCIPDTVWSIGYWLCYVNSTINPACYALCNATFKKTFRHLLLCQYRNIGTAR
M5 PAM: positive allosteric modulators of human muscarinic M5 receptor | P08912 | CHO-K1 hM5, Fluo-8 calcium, ACh EC20 PAM; 0% = ACh EC20, 100% = ACh EC100 | activation, % at 3 µM | 360,000 tested, 0.3% active;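 active = activation above the run cutoff, the mean activation of all test compounds plus 3 SD, cut at about 18% in these data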
Target sequence (P08912 whole entry, looked up): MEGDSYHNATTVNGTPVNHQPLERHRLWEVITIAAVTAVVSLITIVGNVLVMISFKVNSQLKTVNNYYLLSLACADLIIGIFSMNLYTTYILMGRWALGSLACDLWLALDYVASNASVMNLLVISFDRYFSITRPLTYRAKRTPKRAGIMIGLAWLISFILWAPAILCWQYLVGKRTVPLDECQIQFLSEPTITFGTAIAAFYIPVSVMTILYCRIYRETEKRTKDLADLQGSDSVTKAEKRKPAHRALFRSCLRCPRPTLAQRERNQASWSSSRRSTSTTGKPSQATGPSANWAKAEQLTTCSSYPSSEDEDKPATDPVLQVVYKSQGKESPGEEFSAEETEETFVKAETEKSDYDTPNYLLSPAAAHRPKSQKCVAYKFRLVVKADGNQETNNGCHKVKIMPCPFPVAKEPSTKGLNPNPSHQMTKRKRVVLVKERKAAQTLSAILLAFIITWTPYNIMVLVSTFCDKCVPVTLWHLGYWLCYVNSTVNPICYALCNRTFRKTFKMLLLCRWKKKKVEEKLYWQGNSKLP
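System: CHO-K1 hM5 cells. Reagent: acetylcholine, EC20 level. Compound dosing: single dose, 3 µM nominal final test concentration. Timing: Post-acetylcholine fluorescence recording 140 s. Detection: Fluo-8 calcium fluorescence. Read-out: % activation, ACh-normalized. Benchmarks: ACh EC20 and EC100 wells. Repeats: singlicate, one well per test compound.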
M1 PAM parental: counter-screen for M1 PAMs: effect in parental CHO-K1 cells | ATP EC20, Fluo-8 calcium fluorescence; 0% at ATP EC20, 100% at ATP max | activation, % at 3 µM | 360,000 tested, 0.02% active;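 active = activation above the run cutoff, the mean activation of all test compounds plus 3 SD, cut at about 40% in these data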;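 note: peak over basal fluorescence ratio in a 140 s read after ATP addition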
CHRM4 agonist: agonists of human muscarinic M4 receptor (CHRM4); P08173; CHO-K1 hM4/Gqi5, Fluo-8 calcium fluorescence; vehicle 0%, full acetylcholine response 100%; activation, % at 3 µM; 360,000 tested, 0.14% active; AID 624127;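 active = activation above the run mean over all test wells plus 3 SD, cut at about 32% in these data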;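 note: peak over basal fluorescence ratio per well then scaled between controls; 0% = DMSO wells and 100% = acetylcholine at EC100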
M1 ag parental: M1 agonist counterscreen hit in parental CHO-K1 cells; Fluo-8 calcium fluorescence; scaled to maximal ATP response, vehicle zero; activation, % at 3 µM; 360,000 tested, 0.48% active; in the data active = activation above about 15%;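 note: untransfected CHO-K1 host cells lacking M1 receptor as counterscreen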
M5 antag: blocks acetylcholine activation of human M5 receptor; P08912; CHO-hM5 cells, Fluo-8 calcium fluorescence, ACh EC80; inhibition, % at 3 µM; 360,000 tested, 0.59% active;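 active = inhibition above a per-plate cutoff, the mean of that plate's test compounds plus 3 SD, cut at about 27% in these data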;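 note: 0% = acetylcholine EC80 with DMSO and 100% = DMSO without agonist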
M4 antag: blocks acetylcholine activation of human M4 receptor; P08173; CHO-hM4 cells, ACh EC80, Fluo-8 calcium fluorescence; inhibition, % at 3 µM; 360,000 tested, 0.73% active; AID 624125;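 active = inhibition above its plate's cutoff, the mean inhibition of sample wells plus 3 SD, cut at about 27% in these data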;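 note: 0% = acetylcholine EC80 with DMSO and 100% = DMSO without agonist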
CHO-K1 Ca antag: counter-screen for M1 antagonists: effect in parental CHO-K1 cells | AID 602250 | ATP-induced calcium, Fluo-8 fluorescence | 360,000 tested, 0.6% active | inhibition, % at 3 µM;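 active = inhibition above a per-plate cutoff, the plate's mean sample inhibition plus 3 SD, cut at about 24% in these data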;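 note: 0% = DMSO plus EC80 ATP and 100% = DMSO alone without ATP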
CHRM5 agonist: agonists of human muscarinic M5 receptor (CHRM5); P08912; CHO-K1 hM5 cells, Fluo-8 calcium fluorescence; 0% DMSO wells, 100% maximal acetylcholine response; activation, % at 3 µM; 360,000 tested, 0.19% active; AID 624037;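 active = activation above the run's mean over test compounds plus 3 SD, cut at about 23% in these data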;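 note: signal is peak over basal fluorescence ratio across the kinetic read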
The depositor's hits bear a star; · = no result given.

SMILES | CHRM4 PAM | M5 PAM | M1 PAM parental | CHRM4 agonist | M1 ag parental | M5 antag | M4 antag | CHO-K1 Ca antag | CHRM5 agonist
CC[C@]12c3[nH]c4ccccc4c3CCN1C(=O)C(CC(=O)NC/C=C(\C)CCC=C(C)C)C[C@@H]2C(=O)N1CCN(C(=O)c2ccco2)CC1 (stereo partly specified) | -5 | 6 | 23 | 8 | 2.7 | -3 | -3 | -12 | -2
O=C(c1cc(COc2c(F)cccc2F)on1)N(Cc1ccccc1)CC1CC1 | -4 | -5 | 23 | 1 | 0.0 | 7 | -5 | -14 | -6
O=C(O)c1ccccc1C(=O)N(c1ccccc1)c1ccccc1 | -5 | -6 | -27 | 0 | -0.5 | 10 | -19 | 16 | -4
O=S(=O)(Nc1ccncc1Cl)c1ccccc1 | -10 | -3 | -5 | 0 | 0.1 | 0 | 13 | -2 | 1
Cc1ccc(S(=O)(=O)N2CCOCC2)cc1NC(=O)Cn1cc(C(F)(F)F)cc(Cl)c1=O | 2 | -3 | 8 | 0 | 4.3 | 0 | 4 | -2 | -1
CN(C)S(=O)(=O)c1ccc(Cl)c(NC(=O)COC(=O)CC(NC(N)=O)c2ccc(Cl)cc2)c1 (stereo unspecified) | 2 | 2 | 12 | 0 | 0.0 | -5 | -7 | -9 | 3
O=C(CNCc1ccc(Cl)cc1)N1CCc2ccccc2C1 | -3 | -1 | 5 | 1 | 0.6 | 10 | 2 | -10 | -2
COc1ccc([C@H]2N[C@]3(CCCN(Cc4ccccc4)C3=O)[C@H]3C(=O)N(C)C(=O)[C@@H]23)cc1 | 6 | -1 | 11 | 1 | 2.2 | 1 | -3 | 0 | 0
O=C(CSc1nnc(Cc2cc(=O)[nH]c(=O)[nH]2)n1-c1ccc(Cl)cc1)NCC1CCCO1 (stereo unspecified) | 29 | 1 | 26 | 1 | 0.8 | -6 | -1 | -15 | 3
O=C1Nc2ccccc2O/C1=C\c1c(F)cccc1Cl | -2 | 4 | 15 | -1 | 0.0 | 6 | 15 | 0 | -1
O=C(NCCCN1CCCCC1)C1CCC(=O)N1CCc1ccccc1 (stereo unspecified) | 8 | 0 | 17 | 0 | 0.1 | 6 | -4 | -3 | -1
Cc1ccc(S(=O)(=O)N2[C@H](CC(=O)c3ccccc3)OC[C@@H]2C(C)C)cc1 | 1 | -10 | · | 2 | · | 13 | -8 | · | -1
COc1cc(NS(=O)(=O)c2ccc(NC(=S)NC(=O)c3ccc(Br)cc3)cc2)ncn1 | 0 | 1 | 0 | 1 | 1.0 | -2 | 5 | -5 | -3
Cc1cccc(Cl)c1OCCCCn1ccnc1 | 6 | -8 | 10 | 3 | 3.0 | -4 | -3 | -14 | -6
CC(C)(C)CN1C(N)=NC[C@@H]1c1ccccc1 | 2 | -3 | 11 | 1 | 0.4 | 14 | 1 | -15 | -4
COc1ccc(S(=O)(=O)N2CCCCCC2)cc1N(C)S(=O)(=O)c1ccccc1 | -12 | -6 | 18 | 6 | 4.8 | 6 | -1 | 2 | -2
COC(=O)c1cc(S(=O)(=O)N2CCN(c3ccc(C(C)=O)cc3)CC2)cn1C | -1 | 2 | 2 | 5 | 3.7 | -4 | -1 | -18 | 3
COc1ccc(/C=N/NC(=O)c2cccc(O)c2)cc1Cn1nc(C)c([N+](=O)[O-])c1C | -7 | 8 | 3 | 1 | 0.0 | 0 | 0 | -12 | -1
CCOc1cc(C(c2c(C)[nH][nH]c2=O)c2c(C)[nH][nH]c2=O)ccc1OCc1ccc([N+](=O)[O-])cc1 | 17 | 8 | 5 | 2 | -0.3 | -10 | -14 | 1 | 1
CC1(C)N=C(N)N=C(N)N1c1ccc(OCCCOc2ccccc2)c(Cl)c1 | -4 | 1 | 0 | 0 | 1.5 | -2 | 4 | -12 | -8
CCCOc1cccc(C(=O)NCCCNC(=O)c2cccnc2)c1 | 4 | -3 | 0 | 3 | 1.0 | 9 | -2 | -4 | 0
CCCCN(CCCC)CCCNC(=O)C1CC(c2ccc(C(F)(F)F)cc2)=NO1 (stereo unspecified) | 1 | -8 | 7 | 0 | 0.8 | 26 | 1 | -11 | -9
Cc1ccc([C@H]2C[C@@H](O)[C@H](n3cc(C4CC4)nn3)CN2Cc2cccs2)cc1 | 17* | 0 | -2 | 0 | 0.2 | -9 | -28 | -3 | -2
COc1ccccc1NC(=O)CCS(=O)(=O)c1ccc2c(c1)NC(=O)C(C)S2 (stereo unspecified) | -2 | -3 | 16 | 4 | 1.3 | 1 | 2 | -3 | -3
Cc1cc(=O)oc2c(C)c(OC(C)C(=O)NCCCN3CCCC3=O)ccc12 (stereo unspecified) | -4 | -9 | 17 | 4 | 2.0 | 26 | 2 | -13 | -5

6 entries from above, in CSV form:
Molecule,CHRM4 PAM,M5 PAM,M1 PAM parental,CHRM4 agonist,M1 ag parental,M5 antag,M4 antag,CHO-K1 Ca antag,CHRM5 agonist
O=C(NCCCN1CCCCC1)C1CCC(=O)N1CCc1ccccc1 (stereo unspecified),8,0,17,0,0.1,6,-4,-3,-1
CCOc1cc(C(c2c(C)[nH][nH]c2=O)c2c(C)[nH][nH]c2=O)ccc1OCc1ccc([N+](=O)[O-])cc1,17,8,5,2,-0.3,-10,-14,1,1
Cc1cccc(Cl)c1OCCCCn1ccnc1,6,-8,10,3,3.0,-4,-3,-14,-6
CC(C)(C)CN1C(N)=NC[C@@H]1c1ccccc1,2,-3,11,1,0.4,14,1,-15,-4
COc1cc(NS(=O)(=O)c2ccc(NC(=S)NC(=O)c3ccc(Br)cc3)cc2)ncn1,0,1,0,1,1.0,-2,5,-5,-3
CC[C@]12c3[nH]c4ccccc4c3CCN1C(=O)C(CC(=O)NC/C=C(\C)CCC=C(C)C)C[C@@H]2C(=O)N1CCN(C(=O)c2ccco2)CC1 (stereo partly specified),-5,6,23,8,2.7,-3,-3,-12,-2

Next part:
SMILES | CHRM4 PAM | M5 PAM | M1 PAM parental | CHRM4 agonist | M1 ag parental | M5 antag | M4 antag | CHO-K1 Ca antag | CHRM5 agonist
CN(C)C(CNC(=O)CCCOc1ccccc1)c1ccco1 (stereo unspecified) | 0 | 0 | 14 | 0 | 0.5 | -1 | 2 | -1 | -6
N#CC1=C(N)N(c2ccc(F)cc2)C2=C(C1c1ccc(O)cc1)S(=O)(=O)CC2 (stereo unspecified) | -5 | -7 | 10 | 2 | 1.1 | -2 | 2 | 2 | 0
C=CCNC(=O)c1onc(CSc2cc(C)cc(C)c2)c1C(=O)O | 7 | 8 | -12 | 1 | -0.7 | 0 | -8 | 8 | 5
CCN(CC)C(=O)Cn1nc(-c2ccc(Cl)cc2)c2ccccc2c1=O | 6 | 0 | -4 | 0 | -0.3 | -8 | -10 | -5 | 3
O=C1CN(CC(=O)NC2CCCc3ccccc32)CCN1 (stereo unspecified) | -1 | -2 | -5 | 1 | 0.4 | 9 | -1 | 5 | -1
Cc1ccc(S(=O)(=O)/C(C#N)=C/c2c(N3CCN(C)CC3)nc3c(C)cccn3c2=O)cc1 | -4 | -5 | 7 | 1 | 1.0 | -11 | 5 | -7 | -2
Cc1ccc(OCC(=O)NCCCNC(=O)c2ccc(C)nc2)cc1 | -2 | 8 | 14 | 1 | 0.6 | -4 | 5 | -19 | 2
COC(=O)CCCC(=O)N1CCCC(C(=O)c2ccc(OC)cc2C)C1 (stereo unspecified) | 3 | 5 | 22 | 2 | 0.4 | 3 | -4 | -19 | 3
Cc1ccc(OCCNC(=O)/C=C/c2ccccc2)cc1 | -4 | 2 | 15 | -2 | 0.1 | 8 | 3 | -5 | -5
CCOC(=O)/C(=C/C1=CC(=C/N(C)C)/C(=O)O1)C(C)=O | -2 | 5 | 12 | 2 | 1.9 | 5 | -7 | -9 | 2
COc1cccc(CN2CCN(Cc3ccon3)CC2CCO)c1 (stereo unspecified) | -4 | 0 | 17 | 0 | 0.0 | -9 | -7 | -1 | -3
c1ccc(CSCc2cn3ccccc3n2)cc1 | -2 | -3 | 25 | 2 | 1.1 | 4 | 0 | -21 | 0
COC(=O)C(Cc1ccc(O)cc1)NC(=O)CCOc1ccc(OC)cc1 (stereo unspecified) | -6 | -4 | -15 | 4 | 1.0 | 2 | 2 | 11 | 4
Cc1ccc(C(=O)NNC(=O)c2nn(-c3ccc(F)cc3)ccc2=O)cc1 | -19 | -24 | 9 | 12 | 4.8 | 6 | -5 | 1 | 0
O=C(/C(=N/N=C/c1ccc(O)c(O)c1)c1ccccc1)c1ccccc1 | 0 | -3 | 13 | 0 | 1.3 | 0 | 2 | -3 | -2
COc1ccc(NC(=O)N(C)C[C@@H]2Oc3cc(C#CCN(C)C)ccc3S(=O)(=O)N([C@H](C)CO)C[C@H]2C)cc1 | 0 | 4 | 20 | -1 | 0.2 | 3 | 3 | -7 | -2
CCCCOc1ccc(NC(=O)Cn2c(=O)ccc3c(C)cc(C)nc32)cc1 | 5 | 5 | 3 | 1 | -0.2 | 1 | -9 | 8 | -2
C=CCN1C(=O)C(Cc2ccc(OC)cc2)SC1=Nc1ccc(C(=O)O)cc1 (stereo unspecified) | -4 | 1 | 24 | 1 | 0.9 | -3 | 3 | -12 | -3
CC(C)[C@H](COC=O)NC(=O)[C@H]1O[C@@H](n2ccc(N)nc2=O)[C@H](O)[C@@H]1O | 6 | -3 | -5 | 2 | -0.6 | -7 | -6 | -4 | 1
CC(C)N1CCN(C2CSCCSC2)CC1CCO (stereo unspecified) | 1 | -3 | 18 | 0 | 0.6 | 11 | -8 | -10 | -4
O=C(OC1CCc2ccccc2C1=O)c1ccccc1O (stereo unspecified) | 0 | -4 | 16 | 0 | 0.3 | -3 | -8 | -17 | -4
COc1cccc(C(=O)Nc2ccc3c(C)cc(=O)oc3c2)c1 | -1 | 0 | 8 | 2 | 0.1 | 10 | 1 | -4 | -3
Cc1cc(O)ccc1Nc1cc(-c2cccc(N(C)C)c2)ncn1 | -3 | -1 | 4 | 2 | 0.7 | -7 | -6 | 4 | 3
O=C(NCc1ccc(-n2cccc2)cc1)c1cccc(F)c1 | -4 | -3 | -6 | 0 | 0.6 | 12 | 7 | 0 | -7
CCOc1ccc(NS(=O)(=O)c2cc(C)c(C)cc2C)cc1 | 7 | -2 | -11 | -1 | 0.2 | 6 | -8 | -10 | -4
Later entries.
SMILES | CHRM4 PAM | M5 PAM | M1 PAM parental | CHRM4 agonist | M1 ag parental | M5 antag | M4 antag | CHO-K1 Ca antag | CHRM5 agonist
O=S(=O)(NCc1ccccc1)c1cccc2cccnc12 | -11 | -14 | -1 | 12 | 4.8 | 23 | 4 | 6 | 3
COc1ccc(NC(=S)NC(=O)Cc2ccccc2)c(OC)c1 | -1 | 0 | 15 | 3 | 7.3 | 3 | 7 | -11 | 4
Cc1cc(C(=O)Nc2ccon2)ccc1[N+](=O)[O-] | -3 | 0 | 2 | 1 | 21* | -1 | -1 | 2 | 0
Cc1cc2cc(CNC(=O)c3ccc4c(c3)OCO4)ccc2n1C | -5 | 0 | 6 | 6 | 1.3 | 0 | 6 | -14 | 0
Cc1ccc(-c2nc(SC(C)C(=O)N3CCOCC3)n[nH]2)cc1 (stereo unspecified) | 13 | -1 | 0 | 1 | -0.4 | 6 | -3 | 11 | 0
CCC1CN(C(=O)N2CCC(C(=O)NCc3ccc(OC)cc3OC)CC2)c2ccccc2O1 (stereo unspecified) | -1 | -5 | 4 | 5 | 2.6 | 4 | -15 | -8 | -1
CCOC(=O)C1CCCN(C(=O)c2cc(S(=O)(=O)Nc3ccccc3OC)ccc2C)C1 (stereo unspecified) | 16 | -4 | 10 | 1 | 0.8 | 5 | 7 | -19 | 1

From PubChem BioAssay
